# SKKanGAS inh = S. pyogenes SKKanGAS growth inhibitors in kanamycin, primary screen, streptokinase expression inhibitor project, SKKanGAS strain, BacTiter-Glo luminescence | 6 h | inhibition, % at 7.5 µM | 300,000 compounds, 1.3% hits;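 active = mean replicate score, as percent of positive control median, at least 50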;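 note: strain carries kanamycin resistance gene driven by streptokinase promoter and grows in 40 µg/ml kanamycin; loss of luminescence reflects streptokinase promoter inhibition or plain growth inhibition; 0% = median of DMSO wells and 100% = positive control at its reference dose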
# TRPC6 act = mouse TRPC6 channel activators, primary screen, cell-based, HEK293, membrane potential dye. Short transient receptor potential channel 6 (Mus musculus), Q61143. HEK293-TRPC6 membrane potential dye fluorescence; hits give high values. B-score at 10 µM. 310,000 compounds, 0.13% hits;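 active = B-score of the integrated fluorescence ratio above library mean plus 3 SD, and starting fluorescence ratio within library mean plus 5 SD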;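 note: higher score means more depolarization so channel activation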
# TRPC4 potent = positive allosteric modulators of TRPC4, primary screen, cell-based, mouse TRPC4beta, HEK293 mu-opioid, Fluo-4 calcium; DAMGO EC20, Fluo-4 Ca2+ flux; hits give high values; Short transient receptor potential channel 4 (Mus musculus), Q9QUQ5; 310,000 compounds, 0.42% hits; B-score at 10 µM;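 active = B-score of calcium response area above 5 SD of library B-scores, with initial fluorescence ratio within 5 SD of library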;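 note: B-score of integrated fluorescence ratio over time as area under calcium response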
# IEC-6 tox = cytotoxicity in IEC-6 intestinal epithelial cells, primary screen, cytotoxicity control for KLF5 inhibitor project, cell-based, luminescence; IEC-6 cytotoxicity, luminescence viability; inhibition, % at 5 µM; 290,000 compounds, 0.78% hits; AID 1825, 2009; in the data active = inhibition above about 22%;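 note: 0% = plate median of test compound wells and 100% = cytotoxic reference compound wells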
# TRPC6 inhibitor = mouse TRPC6 channel inhibitors, primary screen, cell-based, HEK293, membrane potential dye | 310,000 compounds, 1.1% hits | B-score at 10 µM | AID 2553, 2010 | ACh-evoked depolarization; hits give low values | Short transient receptor potential channel 6 (Mus musculus), Q61143;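 active = B-score under library mean minus 3 SD, initial fluorescence not abnormally high, positive integrated signal ratio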;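 note: B-score derived from integrated fluorescence ratio over the kinetic read; more negative B-score means stronger inhibition of depolarization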
# TRPC4 agonist = activators of mouse TRPC4 channel, primary screen, Fluo4 calcium, HEK293 TRPC4beta/mu-opioid cells; AID 2237, 2010; B-score at 10 µM; Short transient receptor potential channel 4 (Mus musculus), Q9QUQ5; 310,000 compounds, 0.49% hits; Fluo4 calcium fluorescence; hits give high values;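 active = B-score above 5 SD of library B-scores, and initial fluorescence ratio not above library mean plus 5 SD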;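 note: positive B-score marks a calcium rise read as TRPC4 activation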
#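 Assay system: HEK293 stable line with TRPC4beta plus mu-opioid receptor; schedule: 45 min room-temperature Fluo4 loading, 110 s read; technique: kinetic Fluo4 calcium fluorescence; evaluation: integrated baseline-normalised fluorescence ratio, converted to per-well B score; controls: buffer (low) and maximal DAMGO (high)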
# TRPC4 block = inhibitors of mouse TRPC4 channel, primary screen, Fluo4 calcium, HEK293 TRPC4beta/mu-opioid cells; Short transient receptor potential channel 4 (Mus musculus), Q9QUQ5; DAMGO-evoked Fluo4 calcium flux; hits give low values; B-score at 10 µM; 300,000 compounds, 0.39% hits; AID 2247, 2010;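 active = B-score over 3 SD under the library average, no early fluorescence shift, positive overall ratio signal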
#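 Assay system: HEK293 cells with stable TRPC4beta plus mu-opioid receptor expression; Probe or stimulus: DAMGO in two steps, submaximal then maximal; Dosing: single-point compound dosing; Measured by: Fluo4 calcium-dye fluorescence, kinetic read; Read-out basis: B score from integrated Fluo4 fluorescence ratio.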
# KLF5 inhibitor = KLF5 expression inhibitors, primary screen, DLD-1 cells, luminescence. DLD-1 KLF5 promoter-luciferase reporter. inhibition, % at 5 µM. 290,000 compounds, 0.23% hits;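 active = inhibition above a per-plate limit of that plate's mean compound inhibition plus 3 SD, cut at about 60% in these data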;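 note: 0% = DMSO wells and 100% = LY294002 at 200 µM; higher means less KLF5 promoter-driven luciferase light; inactives centre near -14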
# aSyn UTR inh = MLPCN primary screen, SNCA 5' untranslated region; alpha-synuclein 5'UTR reporter, inhibitor activity; inhibition, % (tested at 7.5 µM); 300,000 compounds, 0.82% hits; AID 1813, 2009; in the data active = inhibition above about 60%;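 note: H4 neuroglioblastoma cells stably carrying SNCA 5'UTR luciferase fusion; 0% = DMSO wells and 100% = positive control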
# HIF activator = HIF pathway transcriptional activators, primary screen, cell-based, U2OS HRE-luciferase, luminescence; 300,000 compounds, 0.32% hits; U2OS HRE-luciferase reporter; normalized: DMSO 0%, desferrioxamine 100%; activation, % at 7.5 µM (by protocol);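 active = mean activation of at least 10% of the iron chelator positive control signal, with at least half of replicates also reaching 10%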
# MrgX1 antag = antagonists of human MrgX1 receptor, primary screen, HEK293 cells, Fluo-4 calcium flux; BAM8-22 antagonism; hits give low values; B-score at 10 µM; 310,000 compounds, 1.3% hits; AID 588676, 2011;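 active = calcium-response B-score plate-corrected more than 3 library SD below zero, starting fluorescence within 5 deviations, no agonist response on first addition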;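 note: peak minus trough fluorescence over baseline after final BAM8-22 challenge near maximal dose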
# Target sequence (Q96LB2 whole entry, looked up): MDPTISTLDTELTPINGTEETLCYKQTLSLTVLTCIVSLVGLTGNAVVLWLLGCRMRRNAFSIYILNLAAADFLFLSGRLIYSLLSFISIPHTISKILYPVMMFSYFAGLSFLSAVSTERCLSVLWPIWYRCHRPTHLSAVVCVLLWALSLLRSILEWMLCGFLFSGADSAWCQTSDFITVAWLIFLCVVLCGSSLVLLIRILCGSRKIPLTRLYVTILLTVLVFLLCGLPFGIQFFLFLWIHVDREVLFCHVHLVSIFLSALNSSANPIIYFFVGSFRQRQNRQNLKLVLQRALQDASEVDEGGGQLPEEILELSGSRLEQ
# Active calls of the source: *; i = inactive; / = not tested or not shown. Random draw from the library; 5.8% or so of the library scored in one or more.
SMILES,SKKanGAS inh,TRPC6 act,TRPC4 potent,IEC-6 tox,TRPC6 inhibitor,TRPC4 agonist,TRPC4 block,KLF5 inhibitor,aSyn UTR inh,HIF activator,MrgX1 antag
CCC(=O)N1CCN=C1SCc1c(F)cccc1Cl,-3,i,i,-2,i,i,i,-29,10,1.6,i
CCNS(=O)(=O)c1ccc(NS(=O)(=O)c2cc(C)ccc2C)cc1,4,i,i,1,i,i,i,-5,-28,-0.2,i
O=P(OC1CCCCC1)(OC1CCCCC1)C(Nc1ccccc1)c1cccnc1 (stereo unspecified),0,i,i,-3,i,i,i,1,-14,-0.8,i
CCn1c(SC)nnc1-c1ccc(S(=O)(=O)N2CCCCC2)cc1,9,i,i,-4,i,i,i,-40,9,-0.1,i
CCc1c2ccccc2nn1-c1ccccc1C(=O)C(C)=O,2,i,i,3,i,i,i,5,14,0.1,i
NS(=O)(=O)c1ccc(NC(=O)NC2CCCCC2)cc1,2,i,i,-1,i,i,i,-37,-4,0.7,i
O=C(C1=C(O)C(=O)N(Cc2ccco2)C1c1cccs1)c1cccs1 (stereo unspecified),33,i,i,-7,i,i,i,-3,5,-0.1,i
COc1ccc(NC(=O)CSCC(=O)Nc2cccc3ncccc23)cc1,1,i,i,/,i,i,i,/,5,-28,i
COc1ccc(C(=O)NCc2ccncc2)cc1OC,-2,i,i,3,i,i,i,-7,-5,-0.1,i
COc1cc(N)ccc1NC(=O)c1cc2ccccc2o1,0,i,i,-4,i,i,i,-144,-136,-23,i
NC(=O)c1ccc(F)cc1,7,i,i,-2,i,i,i,13,17,0.1,i
Cc1cccc(NC(=O)CCN2CC(C)CC(C)C2)c1 (stereo unspecified),0,i,i,-3,i,i,i,-20,-2,-2.7,i
CSc1nnc2c3c4c(sc3nc(-n3nc(C)cc3C)n12)COC(C)(C)C4,13,i,i,-1,i,i,i,5,12,0.3,/
Cc1ccc(NC(=O)CN(C)C(=O)CSc2n[nH]c(N)n2)cc1,-10,i,i,-6,i,i,i,-31,26,-0.5,i
CCCCn1c(O)c(N=NC(=O)Cn2c(C(F)(F)F)nc3ccccc32)c2ccccc21,-7,i,i,-3,i,i,i,-26,21,-0.7,i
CCOc1ccccc1N1CCN(Cc2ccco2)CC1,8,i,i,0,i,i,i,-11,1,0.3,i
COc1cccc(NC(=O)C2CCN(S(=O)(=O)c3ccc4c(c3)N(C(C)=O)CCO4)CC2)c1,5,i,i,2,i,i,i,-8,7,-0.2,i
CCCSc1nc(-c2ccccc2)cc(C(F)(F)F)c1C#N,10,i,i,0,i,i,i,-3,-21,0.1,i
OCc1c(Cl)nc2ccccn12,-8,i,i,5,i,i,i,-16,11,-0.8,i
COc1ccc(OCC(NS(=O)(=O)c2ccc(-n3cnnn3)cc2)C(C)C)cc1 (stereo unspecified),11,i,i,2,i,i,i,-17,-1,0.5,i
COc1ccc(CN2C3CCC2CC(NC(=O)c2cc(OC)c(OC)c(OC)c2)C3)cc1 (stereo unspecified),-4,i,i,-6,i,i,i,-14,1,0.3,i
O=C(NC(Cc1ccccc1)C(=O)O)/C(=C\c1ccco1)NC(=O)c1ccco1 (stereo unspecified),0,i,i,-13,i,i,i,-22,15,-0.2,i
Cc1ccccc1OCC(=O)OCC(=O)Nc1cc(C(F)(F)F)ccc1N1CCOCC1,-1,i,i,2,i,i,i,-30,9,-0.4,i
CCN(CC)S(=O)(=O)c1ccc(NS(=O)(=O)c2ccc3oc(=O)[nH]c3c2)cc1,3,i,i,2,i,i,i,-23,10,-0.2,i
COc1ccccc1OCC(=O)NCC1CCCN(C(=O)c2ccccc2SC)C1 (stereo unspecified),2,i,i,1,i,i,i,-31,-11,-0.5,i
CCN1CCN(CCCN(Cc2ccco2)C(=S)Nc2ccccc2Cl)CC1,-3,i,i,-1,i,i,i,-30,1,-0.2,i
CN(Cc1ccc(N(C)C)cc1)C(=O)c1cc2ccccc2o1,60*,i,i,-3,i,i,i,-40,-30,0.5,i
O=C(Cn1c(=O)n(Cc2ccc(F)cc2)c(=O)c2ccccc21)NCC1CCCO1 (stereo unspecified),-2,i,i,3,i,i,i,-13,2,-0.5,i
COc1ccc(C2CC(c3cc(OC)ccc3OC)n3nnnc3N2)cc1 (stereo unspecified),1,i,i,3,i,i,i,-27,6,-0.2,i
Cc1ccc(S(=O)(=O)N2CCN(Cc3csc(C)n3)CC2)cc1,1,i,i,-1,i,i,i,-41,-19,0.4,i

# A few values from the list.
# IEC-6 tox result of CCN(CC)S(=O)(=O)c1ccc(NS(=O)(=O)c2ccc3oc(=O)[nH]c3c2)cc1 : 2
# KLF5 inhibitor result of COc1ccc(CN2C3CCC2CC(NC(=O)c2cc(OC)c(OC)c(OC)c2)C3)cc1 (stereo unspecified) : -14

# Other records follow.
SMILES,SKKanGAS inh,TRPC6 act,TRPC4 potent,IEC-6 tox,TRPC6 inhibitor,TRPC4 agonist,TRPC4 block,KLF5 inhibitor,aSyn UTR inh,HIF activator,MrgX1 antag
COc1ccc(Cl)cc1NC(=O)[C@@]1(CC(=O)O)CC(/C=C/c2ccccc2)=NO1,3,i,i,-3,i,i,i,-7,-11,1.7,i
COc1cc(OC)c2c(C)c(Cl)c(=O)oc2c1,-3,i,i,2,i,i,i,-9,15,-32,i
CC(Oc1cc2oc(=O)c3c(c2cc1Cl)CCC3)C(=O)NCCCn1ccnc1 (stereo unspecified),-1,i,i,0,i,i,i,-43,18,-0.2,i
Cc1ccc(-c2[nH]nc3c2C(c2ccc(OC(=O)N4CCOCC4)cc2)C(C#N)=C(N)O3)cc1 (stereo unspecified),-2,i,i,0,i,i,i,5,6,-0.2,i
Cc1cccc(CSc2nnc(Cn3c(=O)sc4ccccc43)n2C)c1,-3,i,i,5,i,i,i,2,20,0.2,i
NNc1ccc2c(C(F)(F)F)cc(C(F)(F)F)nc2n1,-11,i,i,4,i,i,i,2,-10,-0.2,i
CC1Sc2ccc(S(=O)(=O)CCC(=O)NCc3ccccc3)cc2NC1=O (stereo unspecified),-2,i,i,-12,i,i,i,-1,4,0.7,i
COc1ccc(OC)c(Nc2nc(NCCCN(C)C)nc(N)c2[N+](=O)[O-])c1,9,i,i,9,i,i,i,-2,24,-4.6,i
Clc1ccc(-c2n[nH]c3c2CCCC3)cc1,-6,i,i,-1,i,i,i,-6,-70,1.8,i
NC(=O)C(CCC(=O)c1ccc(Br)cc1)S(=O)(=O)c1ccccc1 (stereo unspecified),-2,i,i,3,i,i,i,-2,2,0.1,i
O=C(NC1CCCC1)c1cc(-c2ccc(F)cc2)on1,7,i,i,-6,i,i,i,-182,-322,5.0,i
Cc1ccc(C)c(N2CCN(S(=O)(=O)c3cccc4cccnc34)CC2)c1,1,i,i,0,i,i,i,-1,-3,-0.3,i
Cc1cccc(-c2n[nH]c(=S)n2Cc2ccccc2)c1,15,i,i,-7,i,i,i,-31,9,-0.5,i
CC1CCN(C(=O)CCCNC(=O)Cn2cnc3sc4c(c3c2=O)CCCC4)CC1,6,i,i,-2,i,i,i,7,-2,-0.1,i
O=C(OCCN1CCN(C2=NS(=O)(=O)c3ccccc32)CC1)c1cccc(Br)c1,11,i,i,-2,i,i,i,-17,20,-0.3,i
COC(=O)c1ccccc1NC(=S)NC(=O)COc1ccccc1,0,i,i,-3,i,i,i,-34,18,0.3,i
COc1ccc(NC(=S)NC(NC(=O)CCl)C(Cl)(Cl)Cl)c([N+](=O)[O-])c1 (stereo unspecified),-9,i,i,-1,i,i,i,-11,-52,-0.5,i
C=CCN(C(=O)Nc1ccc2c(c1)nc(C)n2C)c1ccccc1,4,i,i,5,i,i,i,-91,-71,1.6,i
O=C(Nc1ccccc1)c1nc2ccccc2s1,-15,i,i,14,i,i,i,-76,-32,0.2,i
O=C(Nc1cccnc1)Nc1ccccn1,1,i,i,1,i,i,i,-27,-17,0.3,i
Cc1ccc2c(C)c(C(=O)N3CCN(Cc4ccc5c(c4)OCO5)CC3)oc2c1C,0,i,i,-3,i,i,i,-51,-63,2.4,i
CCC1=NN(C(=O)c2cccc(Br)c2)C(O)(c2ccc(Br)cc2)C1 (stereo unspecified),71*,i,i,2,i,i,i,-30,5,0.3,i
CN(C)CCCNc1oc(-c2ccccc2)nc1C#N,14,i,i,-1,i,i,i,-20,-12,-0.1,i
C=CCn1c(SCC(=O)NCc2ccccc2)nnc1-c1ccccc1O,-9,i,i,-2,i,i,i,-20,8,1.0,i
N#Cc1ccccc1CSc1ccc(-c2nc3ccccc3[nH]2)cn1,1,i,i,-5,i,i,i,-78,-120,2.0,i
Cc1ccc(S(=O)(=O)N2CCCCC2C(=O)NCc2ccco2)cc1 (stereo unspecified),2,i,i,-1,i,i,i,-14,-8,0.6,i
O=S(=O)(NCC(c1cccnc1)N1CCN(c2ccc(F)cc2)CC1)c1ccc(F)cc1 (stereo unspecified),2,i,i,1,i,i,i,7,-5,-0.1,i
CCNC(=O)CC1C(=O)N(c2ccc(C)cc2)C(=O)N1CCc1ccc(OC)c(OC)c1 (stereo unspecified),-3,i,i,-2,i,i,i,2,23,0.0,i
Cc1ccc(C(=O)N2c3ccccc3N(Cc3ccccc3)C(=O)C2(C)C)cc1,-3,i,i,2,i,i,i,1,39,0.0,i
COc1ccc(/C(O)=C2/C(=O)C(=O)N(CCN(C)C)C2c2ccc(C)cc2)cc1Cl (stereo unspecified),-2,i,i,5,i,i,i,-4,4,0.4,i
COCCNC(=O)c1cc2nc(-c3ccc(F)cc3)cc(C(F)(F)F)n2n1,-3,i,i,8,i,i,i,-10,22,0.3,i
O=C(Nc1ccccc1)Nc1ccccc1-n1ccnc1,-8,i,i,2,i,i,i,-12,-17,-0.7,i
